# EWS-Fli block – EWS/Fli-driven NR0B1 reporter inhibitors, primary screen, A673 cells, NR0B1 luciferase, luminescence, MLPCN library. viability-normalised. inhibition, % at 12.6 µM. hit rate 0.67% among 350,000. AID 651661, 2012;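 active = mean inhibition of at least 50% after viability correction, with every replicate also passing that limit; inconclusive = mean reaches 50% but only one of two replicates passes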;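 also: firefly luciferase signal divided by Alamar Blue viability fluorescence both relative to DMSO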
# XiGFP reactiv – activators of inactive X chromosome reactivation, primary screen, imaging, XiGFP fibroblasts, GFP high-content imaging, set 2. XiGFP mouse fibroblasts, % GFP-positive cells imaging, 3 d; cells co-treated with 5-aza-dC sensitizer; scaled so ellipticine positive control = 100%. activation, % at 7.58 µM. hit rate 0.055% among 360,000. AID 743238, 2013;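 active = mean normalized replicate activation at least 10% and every replicate at or above 10%; inconclusive = only one of the two criteria met; inactive = mean below 10% and not all replicates reach 10%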;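 also: 0% = median of on-plate neutral control wells and 100% = ellipticine 6 µM median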
#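 Assay system – SV40-immortalized XiGFP fibroblast cells, line 68-5-11 · Buffer or medium – DMEM supplemented with 5-aza-dC as sensitizing agent · Dosing – one concentration, pinned · Benchmarks – positive control ellipticine, 6 µM final · Times – 3 days compound exposure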
# FN deposition inh – inhibitors of fibronectin matrix deposition, primary screen, AH1F cells, Alexa488-fibronectin fluorescence, plate reader; AH1F fibroblasts, overnight; inhibition, % at 12.6 µM; hit rate 0.086% among 350,000; AID 743247, 2014;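 active = mean inhibition across replicates of 30% or more, regardless of how many single replicates reach that level; inconclusive = mean under 30% yet at least half of replicates reach 30%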;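 also: positive control wells lacked labelled fibronectin entirely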
#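 Measured by – fluorescence 485/525 nm · System – AH1F fibroblast monolayer, labelled fibronectin deposition · Amount – 10000 cells per well · Buffer or medium – serum-reduced DMEM (2% serum) · Doses – single dose, pinned · Also added – fluorescent fibronectin at 24 nM final · Schedule – 1 h cell attachment, overnight exposure to compound and label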
# RAD52 inh – RAD52 DNA annealing inhibitors, primary screen, biochemical, FRET, single point, set 2 | hit rate 0.46% among 360,000 | recombinant RAD52 DNA annealing, FRET fluorescence | AID 651710, 2012 | inhibition, % at 18.7 µM;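 active = every replicate showing at least 50% inhibition; inconclusive = mean inhibition at least 50% but not in every replicate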
# S100A4 inh HTS – inhibitors of S100A4-myosin IIA peptide binding, primary screen, biochemical, fluorescence polarization, TAMRA-MyoIIA peptide; inhibition, % at 10.7 µM; hit rate 0.14% among 360,000;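 active = mean inhibition of at least 70% across replicates, with every replicate also reaching that level; inconclusive = mean inhibition reaches 70% but some replicates fall short; inactive = mean inhibition below 70%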
# Target sequence (P26447 whole entry, looked up): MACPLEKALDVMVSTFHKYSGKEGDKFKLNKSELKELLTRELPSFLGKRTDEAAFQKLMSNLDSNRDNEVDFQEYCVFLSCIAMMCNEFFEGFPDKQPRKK
#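 incubation = readout 5 min after mixing, signal stable up to 60 min | system = S100A4 monomer protein | buffer or medium = HEPES pH 7.2 with CaCl2, KCl, NaCl, DTT, Triton | benchmarks = neutral control DMSO, positive control TFP | also added = fluorescent myosin IIA peptide, 5 nM | compound dosing = one concentration per compound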
# E-sel inducer – E-selectin induction in HUVECs, primary screen, imaging, HUVEC, immunofluorescence imaging, single point; hit rate 0.37% among 260,000; P16581; normalized: neutral wells 0, TNF-alpha wells 100; activation, % at 7.58 µM;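 active = mean E-selectin-positive cell signal at least 10% of the positive control, reached in at least 60% of replicates, without over 20% cell loss; inconclusive = no rule given, readout overlaps actives, possibly toxicity-flagged; inactive = the rest, including those meeting only one limit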;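 also: in these data hits start at about 27%; measured in HUVEC primary endothelial cells; signal is the percent of cells scored E-selectin positive by PE staining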
#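 Test system: HUVEC | Signal: Immunofluorescence imaging | Read-out: Percent E-selectin-positive cells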
# RAD54 inh – inhibitors of human RAD54 branch migration, primary screen, biochemical, fluorescence, single point; DNA repair and recombination protein RAD54-like (Homo sapiens), Q92698; RAD54 Holliday junction branch migration, FAM/BHQ fluorescence; inhibition, % at 10.4 µM; hit rate 0.14% among 360,000; AID 602329, 2012;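 active = mean normalized replicate activity at least 40 and at least half of replicates scoring 40 or more; inconclusive = only one of the two criteria met; inactive = mean below 40 and under half of replicates reaching 40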;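 also: 0% = median of neutral control wells and 100% = median of positive control wells; inhibitors cause a drop in the FAM fluorescence signal; in these data hits start at about 50%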
# Target sequence (Q92698 whole entry, looked up): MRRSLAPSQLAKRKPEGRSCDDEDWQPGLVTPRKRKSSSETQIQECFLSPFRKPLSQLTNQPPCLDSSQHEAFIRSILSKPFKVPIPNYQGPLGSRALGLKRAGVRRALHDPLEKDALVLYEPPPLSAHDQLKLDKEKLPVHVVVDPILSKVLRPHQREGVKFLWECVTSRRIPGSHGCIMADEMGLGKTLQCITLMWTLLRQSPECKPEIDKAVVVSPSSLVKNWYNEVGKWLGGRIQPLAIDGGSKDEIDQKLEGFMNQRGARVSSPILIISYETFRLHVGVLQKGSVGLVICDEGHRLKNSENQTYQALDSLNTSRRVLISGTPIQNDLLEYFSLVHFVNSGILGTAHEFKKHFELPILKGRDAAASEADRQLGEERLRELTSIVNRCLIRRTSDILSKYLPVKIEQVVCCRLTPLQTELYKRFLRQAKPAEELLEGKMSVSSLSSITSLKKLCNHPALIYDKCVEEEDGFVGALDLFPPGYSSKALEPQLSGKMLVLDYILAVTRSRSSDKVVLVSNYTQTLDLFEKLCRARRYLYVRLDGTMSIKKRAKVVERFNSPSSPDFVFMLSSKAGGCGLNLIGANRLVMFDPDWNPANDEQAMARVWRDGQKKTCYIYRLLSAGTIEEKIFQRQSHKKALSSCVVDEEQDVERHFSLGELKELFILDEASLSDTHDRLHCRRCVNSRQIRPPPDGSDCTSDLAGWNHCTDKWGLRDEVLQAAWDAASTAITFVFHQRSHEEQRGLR
# esBAF inh – Bmi1 luciferase reporter increase in mESCs, primary screen, esBAF inhibitor project, mouse ES cells, Bmi1 luciferase knock-in, single point; 24 h; 100% = twice the neutral-well signal; hit rate 2% among 350,000; reporter increase, % at 12.5 µM; in the data active = activation above about 40%; inconclusive = no clear call, values can overlap the other calls;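 also: 0% = median of the plate's neutral control wells and 100% = double that signal; a rise in the Bmi1 reporter signal indicates esBAF inhibition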
# Starred values were filed as active, the others as inactive; ? = inconclusive; nt = no result given; & = joins results of further samples.
# Results follow in this order: XiGFP reactiv, RAD54 inh, RAD52 inh, S100A4 inh HTS, esBAF inh, FN deposition inh, E-sel inducer, EWS-Fli block
COc1ccccc1C(=O)Oc1cc(C)[nH]c(=O)c1[N+](=O)[O-]
    0.1, nt, -10, -1, nt, 14, 0.5, 6
CC(=O)Nc1c(O)nc(SC/C=C/CSc2nc(O)c(NC(C)=O)c(=O)[nH]2)[nH]c1=O
    0.0, nt, -18, -6, nt, 2, nt, -6
O=S(=O)(c1ccc2ccccc2c1)N1C=CC(C(F)(F)F)=NCC1
    nt, -3, -47, -4, -8, nt, nt, nt
Cc1cccc(C(=O)N[C@@H](C)C(=O)N2CCN(c3ncccn3)CC2)c1
    -0.1, 5, -3, 3, 3, -13, 3.7, -1
Cc1ccc(-c2n[nH]c(Cc3ccccc3)n2)cc1
    0.1, -6, -9, 2, 54*, 4, nt, nt
COc1cc2c(cc1CNC[C@H]1O[C@@H](n3cnc(C(N)=O)n3)[C@H](O)[C@@H]1O)OCO2
    0.0, 1, -1, 4, 5, 3, -0.2, -1
C[C@@H]1CN([C@H](C)CO)C(=O)c2c(c3ccccc3n2C)-c2ccccc2CO[C@H]1CN(C)C(=O)C1CC1
    0.2, 5, 9, 5, -7, -7, -0.2, 11
CC(C)C#Cc1ccc2c(c1)O[C@H](CN(C)C(=O)Cc1ccccn1)[C@H](C)CN([C@H](C)CO)S2(=O)=O
    0.0, 1, -22, -2, 4, 6, -0.1, -7
COCC(=O)N1CC(=O)N2[C@H](C1)[C@@H](c1ccc(C#CC(C)C)cc1)[C@@H]2CO
    0.1, nt, -14, -9, nt, nt, 0.1, 0
O=C(C[C@H]1C[C@H](C(=O)N2CCCCC2)[C@@]2(CCc3ccccc3)c3[nH]c4ccc(Cl)cc4c3CCN2C1=O)NCc1ccco1
    0.0, 2, 3, -1, 11, 11, 0.3, 22
COc1ccc(OCC(=O)Nc2ccc3c(c2)nc(CCN2CCN(C)CC2)n3C)cc1
    0.0, 12, 7, -4, 1, -3, nt, nt
O=C(c1cc(S(=O)(=O)N2CCC3(CC2)OCCO3)ccc1F)N1CCCCC1
    0.0, nt, -9, 2, nt, 1, 2.8, -11
Cc1cc2cc(CNC(=S)NC3CCCCC3)ccc2[nH]1
    0.4, nt, 26, -14, nt, 3, 3.0, -5
O=C(C[C@@H]1CC[C@H]2[C@@H](COC[C@@H](O)CN2Cc2cccc(F)c2)O1)NCCc1ccncc1
    0.0, 6, 0, 14, 0, -7, 0.0, 1
O=C(O)CC1(CC(=O)NCc2ccc(F)cc2)CCCCC1
    0.0, -1, -14, -1, -3, 1, -0.4, -1
CCS(=O)(=O)N1CCCCN2[C@H](CO)[C@@H](c3ccc(-c4ccccc4F)cc3)[C@@H]2C1
    0.1, -9, -54, 51, -1, nt, -0.3, 10
COc1ccc(S(=O)(=O)Nc2ccc3c(c2)C(=O)N([C@@H](C)CO)C[C@@H](C)[C@@H](CN(C)C(=O)c2ccccc2)OCCCC[C@@H](C)O3)cc1
    0.4, -2, -38, -20, 13, 0, -0.3, -8
O=C1CC2(CCCCCC2)Oc2ccccc21
    0.6, -4, -2, -2, -1, 9, 0.7, 9
C[C@H](CO)N1C[C@H](C)[C@@H](CN(C)C(=O)Nc2ccc(-c3ccccc3)cc2)OCc2ccccc2-c2c(n(C)c3ccccc23)C1=O
    0.0, nt, -12, -10, nt, -1, 0.0, 3
CN(C)c1ccc(/C=N/NC(=O)c2ccccc2Cl)cc1
    0.6, 0, -5, 1, 22, 7, nt, 12
COc1cccc(S(=O)(=O)N(C)C[C@H]2Oc3ncc(C#CCC(C)C)cc3C(=O)N([C@@H](C)CO)C[C@H]2C)c1
    -0.2, 0, -1, -1, -5, nt, -0.1, 3
COc1ccccc1CCNC(=O)CNC(=O)Cc1cccc2ccccc12
    0.0, -1, -11, -11, -3, 12, nt, ?
O=C1/C(=C/c2ccc(F)cc2)SC(=S)N1NS(=O)(=O)c1ccccc1
    0.2, -11, -3, 1, 9, nt, nt, 2
Cc1ccc(NC(=O)CNC(=O)Cn2cnc3sc(C)c(C)c3c2=O)cc1F
    0.0, -1, -3, 0, -7, 5, nt, nt
Cc1cccnc1CNC(=O)C1(C)CCCN1CC(C)C (stereo not given)
    0.2, 4, -21, 3, 1, -16, -0.1, 5
C[C@@H]1CN([C@H](C)CO)C(=O)c2cc(C#CCc3ccccc3)cnc2O[C@@H]1CN(C)C(=O)C1CCCCC1
    0.2, -4, -10, -4, 7, nt, -0.2, 3
O=C(N/N=C/c1cccc2nccnc12)c1ccccc1O
    -0.1, nt, 1, -6, 3, 5, nt, 7
COc1cccc(NC(=O)c2ccc(N3C(=O)C4CC=CCC4C3=O)cc2)c1 (stereo not given)
    0.5, 1, -19, -4, 35, -9, nt, -8
COc1cccc(S(=O)(=O)N2[C@@H]3CNC[C@H]2C3c2ccc(-c3ccccc3OC)cc2)c1 (stereo not given in full)
    0.0&0.1, nt, 28&-112, -20&-8, nt, 0&-5, 0.2&0.0, 3
Cc1ccc(NS(=O)(=O)c2ccc(-c3cnc(C4CC4)o3)cc2)c(C)c1
    0.9, 4, -9, -10, -27, -9, nt, 52*
Cc1cccc(-c2ccc(C3[C@H]4CNC[C@@H]3N4S(=O)(=O)c3ccccc3F)cc2)c1 (stereo not given in full)
    0.0&0.0, nt, -64&40, 7&-6, nt, -1&6, 0.0&0.1, -8
C[C@@H]1CN([C@@H](C)CO)C(=O)c2cccc(NC(=O)C3CCCCC3)c2O[C@H]1CN(C)S(=O)(=O)c1ccc(Cl)cc1
    0.0, nt, nt, nt, -1, nt, 3.4, 11
Cc1cccc(Nc2nnc(SCC(=O)NCC3CCCO3)s2)c1C (stereo not given)
    0.2, -1, -4, -1, -3, -5, 0.3, 3
S=C1NCCOCCOCCNC(=S)N2CCOCCOCCN1CCOCCOCC2
    0.0, nt, -1, 2, nt, 1, nt, 4
C[C@H](CO)N1C[C@H](C)[C@H](CN(C)Cc2ccc(Cl)c(Cl)c2)OCc2cnnn2CCCC1=O
    -0.3, 10, -1, -26, 16, 9, -0.1, 11
COC(=O)c1ccc(NC(=S)Nc2ccc(O)cc2)cc1
    0.0, nt, -6, -6, nt, 2, -1.4, 4
CCC(=O)Nc1ccc2c(c1)OC[C@@H](C)N(C(=O)c1ccncc1)C[C@H](C)[C@@H](OC)CN(C)C2=O
    -0.2, 8, -1, 3, -2, -4, -0.3, -8
O=C(NC[C@@H]1[C@@H](c2ccccc2)[C@@H](CO)N1CC1CCCC1)c1ccncc1
    0.1, 2, 1, -7, 2, 21, -0.1, -7
COc1ccccc1-n1c(SCC(=O)N2CCOCC2)nc2cccnc21
    0.0, -2, -12, -2, 1, 2, 2.7, 0
CSc1nccc(-c2sc(SC)c(C#N)c2-c2ccccc2)n1
    -0.1, nt, -28, -3, nt, -13, nt, 1
CCCN1C(=O)/C(=C/c2ccc(N3CCOCC3)cc2)NC1=S
    0.4, nt, -107, 2, nt, 0, 0.0, 2
CCCn1c(C2CCCN2c2nc(-c3cccc(Br)c3)cs2)nc2ccccc21 (stereo not given)
    0.1, -7, -25, -1, -7, -36, nt, 15
COc1ccccc1NC(=O)CSc1nnc2ccc(-c3ccccn3)nn12
    0.0, 6, -1, 0, -4, 5, 1.4, -2
C[C@@H]1CCCCO[C@@H](CN(C)C(=O)Nc2ccc3c(c2)OCO3)[C@H](C)CN([C@@H](C)CO)C(=O)c2cc(NC(=O)Nc3ccc(C(F)(F)F)cc3)ccc2O1
    -0.4, -8, -1, 1, 1, nt, 4.3, 9
CC(=O)N[C@@H]1CC[C@@H](CC(=O)NCC2CCCCC2)O[C@H]1CO
    0.1, 15, -8, 4, 3, -5, -0.1, -5
O=C(CN1CCSC1=NCc1ccccc1)c1ccccc1
    0.0, nt, 5, 6, nt, 0, nt, 2
Cc1ccccc1-c1ccc([C@@H]2[C@H](CO)N3CCCCN(C(=O)Nc4ccc(F)cc4)C[C@@H]23)cc1
    0.0, 2, -8, 21, nt, nt, -0.5, 33
C[C@H]1CN([C@@H](C)CO)S(=O)(=O)c2ccc(-c3cccnc3)cc2O[C@H]1CN(C)Cc1ccncc1
    -0.4, 5, -10, -3, 4, -3, -0.6, -6
Cc1cnc([N+](=O)[O-])n1CCOC(=O)NC(=O)c1c(F)cccc1F
    0.1, nt, -14, -1, nt, -7, 0.8, 4
CCOC(=O)Cc1c(C)nc2c(-c3ccc(Cl)cc3)cnn2c1C
    7.5, 4, -6, -4, 4, 15, nt, -18
C[C@@H]1CCCCO[C@@H](CN(C)Cc2ccncc2)[C@@H](C)CN([C@H](C)CO)C(=O)c2cc(NS(C)(=O)=O)ccc2O1
    0.1, nt, nt, nt, -1, nt, -0.3, 4
c1ccc2c(c1)c1cccc3ccc4cccc2c4c31
    nt, 0, -7, -4, -3, nt, nt, -2
Nc1ccc2c(c1Br)Cc1ccccc1-2
    -0.1, nt, -17, -5, 34, 9, nt, -24
CCOc1ccc(CC(=O)NNC(=O)/C=C/C(=O)O)cc1
    -0.2, 2, 2, -1, nt, -8, 1.0, 1
COc1cc(/C=C/C(=O)OCC(=O)NC2CCS(=O)(=O)C2)ccc1O (stereo not given)
    -0.1, -7, nt, nt, -5, 1, -0.2, nt
COc1ccc(Cl)cc1NC(=O)CN(C)C(=O)c1cccc2cccnc12
    0.1, -3, -3, -3, -5, -2, -1.8, -49
COc1ccccc1C(=O)NC(=O)COC(=O)Cc1ccccc1[N+](=O)[O-]
    0.1, -10, -13, 4, -1, 4, 5.1, 5
CC(=O)c1sc(NC(=O)c2ccc(COc3ccccc3Cl)o2)nc1C
    0.0, -10, -20, -7, 3, 0, 0.0, 1
Cc1cc(C)c(C)c(S(=O)(=O)N2CCN(C(=O)CNC(=O)c3ccco3)CC2)c1C
    -0.1, -11, -15, -9, 4, -2, 0.2, 0
CC(C)(C)C(=O)N1CCn2c1nc1ccccc12
    nt, 6, -12, -17, 0, 4, -0.2, -9
O=C(CCN1C(=O)c2ccccc2C1=O)Nc1cccc(S(=O)(=O)NC2=NCCC2)c1
    0.0, nt, -25, 1, nt, 5, -0.1, -2
CCc1ccc(C(C(=O)NCc2ccc(OC)cc2)N(CCOC)C(=O)Cc2cccs2)cc1 (stereo not given)
    nt, -5, -20, 5, 3, nt, nt, -1
CC(=O)N1[C@H](C(=O)NCc2ccccc2Cl)[C@@H](CO)[C@@H]2Cn3c(ccc(-c4ccccc4)c3=O)[C@@H]21
    0.7, 4, -5, 13, 9, nt, -0.2, -3

# Source: PubChem BioAssay (Broad Institute)
